# m5-HT2A agonist – mouse HTR2A agonism via beta-arrestin recruitment | P35363 | CHO-K1 mHTR2A beta-arrestin complementation, luminescence; percent of 30 µM serotonin response | activation, % at 7.6 µM | 360,000 tested, 0.66% active;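 active = activation above a run cutoff, the mean activation of all tested compounds plus 3 SD, cut at about 14% in these data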;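 also: 0% = plate median of compound wells and 100% = 30 µM serotonin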
# H9c2 protect – protects H9c2 cardiomyocytes from peroxide injury | protection from H2O2 cell death, % at 20 µM | H2O2 injury protection, ATPLite, 2 h | 360,000 tested, 0.63% active | AID 588492;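 active = compounds giving at least 50% protection of heart cells from peroxide-induced death in the single-dose screen, raw or plate-pattern-corrected value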;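 also: 0% = DMSO wells with peroxide and 100% = DMSO wells without peroxide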
# MC4R antagonist – blocks human MC4R cAMP signaling | 360,000 tested, 0.48% active | P32245 | inhibition, % at 6.5 µM | AID 540295 | MC4R-expressing cells, MTII-stimulated cAMP, LANCE TR-FRET;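 active = inhibition above its plate's cutoff, the mean of tested wells on that plate plus 3 SD, cut at about 29% in these data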;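 also: 0% = Melanotan II alone and 100% = Melanotan II plus saturating MCL0020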
#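 Material: U2OS-MC4R stable cell line | Reagent: Melanotan II challenge after compound preincubation | Doses: One concentration, 6.5 µM nominal | Incubation: 30-min compound preincubation, 1-h Melanotan II challenge, 1-h detection, room temperature | Signal: TR-FRET cAMP assay | Replicates: One well per compound, no replicates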
# aDG glyco act – increases alpha dystroglycan glycosylation | Pro5-aDG cells, alpha-DG glycosylation AlphaScreen (IIH6); 0% Pro5, 100% B10-LARGE cell signal | activation, % at 10 µM | 360,000 tested, 0.22% active;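 active = activation of at least 8% versus controls, or a plate z-score of at least 8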;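 also: Pro5 are CHO cells carrying HIG-tagged alpha-DG that lacks glycosylation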
# CaV13 ICDI inh – Primary screen for inhibitors of IQ motif and Ca2+-dependent inactivation inhibitor domain binding in CACNA1D, Förster resonance energy transfer in living cells, …; 340,000 tested, 0.098% active; HEK cells, CFP/YFP FRET ICDI-IQ, plate reader, 10 min; percent FRET-ratio fall versus neutral wells; AID 743397; inhibition, % at 12.3 µM;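 active = mean replicate inhibition of at least 30% and at least 1% of replicates passing that level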;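 also: 0% = median of the neutral control wells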
# MC4R ag barr – human MC4R agonism via beta-arrestin | 360,000 tested, 0.98% active | U2OS MC4R beta-arrestin complementation, luminescence; percent of melanotan II response, DMSO zero | P32245 | activation, % at 8.9 µM;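 active = activation above a per-plate cutoff, the mean activation of sample wells on that plate plus 3 SD, cut at about 8% in these data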
# Vif imaging – inhibitors of HIV Vif; inhibition, % at 7.49 µM; AID 602346; HEK293T cells, Vif self-association by quenched fluorescence, imaging, 24 h; 340,000 tested, 0.35% active; in the data active = inhibition above about 50%, passing the limit was not always enough; also: some results filed as inactive read as strong as hits
# PDI turbidity – PDI (human) enzyme inhibition. PDI insulin aggregation turbidity, A650, 90 min. inhibition, % at 10 µM. P07237. 350,000 tested, 0.052% active;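 active = mean inhibition across replicates of 30% or more, whatever share of single replicates reach that level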;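 also: absorbance from insulin aggregation driven by PDI reduction with DTT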
# N-glyco inh – blocks N-linked glycosylation in D54 reporter cells. D54 ERlucT glycosylation luciferase reporter, 24 h; percent of 100 nM tunicamycin response. reporter increase, % at 12.5 µM. 360,000 tested, 0.23% active;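 active = mean luciferase reporter signal, scaled so untreated is 0 and the glycosylation-blocking control 100, at or above a set limit in every replicate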;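 also: luciferase carries N-glycosylation sites so blocking glycosylation raises the light; 0% = median of neutral control wells and 100% = median of 100 nM tunicamycin wells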
# ABCB6 inh 2 – inhibitors of human ABC transporter ABCB6 | 360,000 tested, 0.19% active | K562-ABCB6 porphyrin accumulation, flow cytometry, 1 h; hits give low values | fluorescence ratio to DMSO, % at 10 µM;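 active = fluorescence ratio to DMSO below 75%, the collection mean minus 3 SD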;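 also: signal is porphyrin accumulated inside mitochondria; 100% equals median channel fluorescence of DMSO control wells; lower ratio means ABCB6 inhibition with less porphyrin fluorescence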
# * hit, by the source's call; nt = no result given.
SMILES,m5-HT2A agonist,H9c2 protect,MC4R antagonist,aDG glyco act,CaV13 ICDI inh,MC4R ag barr,Vif imaging,PDI turbidity,N-glyco inh,ABCB6 inh 2
C/C(=N\N1C(=O)c2ccccc2NC1c1ccco1)c1ccccc1O (stereo not drawn),0,-2,3,2.5,-6,0.8,5,0,-20,95
Cc1c(-c2ccccc2)nnn1-c1ccc(F)cc1F,-1,-8,-1,0.1,-4,-0.6,9,1,0,97
CCN(CC(=O)Nc1c(F)cccc1F)C(=O)c1ccc2c(c1)C(=O)N(c1ccccc1C)C2=O,-2,5,7,-0.1,-11,-0.8,9,-2,3,103
Cc1ccc(SCC(=O)NCc2ccccc2C)cc1,4,2,-1,-0.1,-5,-1.9,-3,7,-2,100
NC(=O)c1cc([N+](=O)[O-])ccc1NCC1CCCCC1,-1,-8,9,0.1,-5,5.0,3,-6,2,93
CC(C)Oc1ccc(CN2CCC(n3nccc3NC(=O)C3CC3)CC2)cc1,5,4,3,-0.2,-3,0.4,5,-7,-2,100
CC(C)NC(=O)c1ccccc1-c1ccccc1,9,1,1,0.0,-4,1.0,-2,6,3,91
CCC(C(=O)Nc1ccc(C(=O)O)cc1NC(=O)C(CC)c1ccccc1)c1ccccc1 (stereo not drawn),2,9,13,-0.1,-5,-0.1,32,9,0,101
CCOC(=O)C1CCN(S(=O)(=O)c2cnc[nH]2)CC1,3,2,1,0.0,nt,-1.9,-2,2,0,88
O=C(NCc1ccccc1Cl)C1CCCN1C(=O)NC1CCCCC1 (stereo not drawn),4,-6,6,0.0,-2,-0.9,-2,4,-2,106
O=C(Cn1[nH]c(=O)c2ccccc2c1=O)Nc1ccc(-c2nnc3n2CCCCC3)cc1,-1,24,-1,0.2,1,-0.5,nt,8,-2,92
O=C(Nc1cc(Cl)ccc1N1CCOCC1)c1cccnc1,-4,2,1,0.1,-5,-1.5,9,2,11,95
O=C(CCc1nnc(C2CCCCC2)o1)N1CCCCC1CCn1cccn1 (stereo not drawn),-2,8,-4,0.0,4,0.4,-6,1,-3,101
O=C(Cn1cc(C(=O)c2ccco2)c2ccccc21)NC1CCCCC1,-1,-1,4,0.0,0,-2.1,-4,-1,0,99
COc1ccc(/C=C/C(=O)O)cc1COc1ccccc1C,0,0,5,0.0,-5,-2.2,0,-4,-2,104
Cc1cccc(C(=O)Nc2cccc(OCC(=O)O)c2)c1,-1,0,7,-0.2,6,-2.6,3,8,-1,99
Cc1ccc(CN2CCN(Cc3cccn3-c3ccc(Cl)cn3)CC2CCO)o1 (stereo not drawn),-4,3,9,0.6,-6,-0.9,19,7,2,99
COc1cc(C)nc(N2CCCC(C(=O)Nc3ccccc3Br)C2)n1 (stereo not drawn),-1,1,6,-0.3,-6,0.1,5,-1,0,101
CCc1nc2nc(C)c(NS(=O)(=O)c3ccc4c(c3)CCCC4)c(=O)n2[nH]1,-2,17,5,-0.1,-7,-1.9,41,8,3,96
COc1ccccc1NC(=O)Nc1nc(CC(=O)Nc2ccccc2F)cs1,-3,22,13,0.5,nt,-1.3,-3,-2,-1,103
CCN(CC)c1ccc(NC(=O)C2CCCN(S(=O)(=O)c3cnc[nH]3)C2)c(C)c1 (stereo not drawn),7,4,1,-0.2,-7,-0.6,17,-2,-2,109
C[C@H](CO)N1C[C@H](C)[C@@H](CN(C)CC2CCCCC2)Oc2c(NS(=O)(=O)c3ccccc3)cccc2C1=O,3,-1,-3,0.0,-10,-0.5,8,-7,2,97
CC(NC(=O)OC(C)(C)C)C(=O)N1CCCC1C(=O)NC(Cc1ccccc1)C(N)=O (stereo not drawn),-3,0,2,0.0,-3,-3.2,0,-3,0,100
CC(C)CC1NC(=O)c2cccnc2-n2c1nc1ccccc1c2=O (stereo not drawn),-3,1,12,1.8,-4,-0.3,-20,-5,1,99
CCOC(=O)c1c(N)sc(C(=O)N2CCCC(C(N)=O)C2)c1C (stereo not drawn),3,-1,4,0.0,nt,-0.6,-4,3,2,106
# Continuation.
SMILES,m5-HT2A agonist,H9c2 protect,MC4R antagonist,aDG glyco act,CaV13 ICDI inh,MC4R ag barr,Vif imaging,PDI turbidity,N-glyco inh,ABCB6 inh 2
COc1ccccc1N=C1SC(C(=O)Nc2ccc(F)cc2)CC(=O)N1C (stereo not drawn),-4,-1,3,-0.1,nt,0.3,8,-4,2,99
O=C(N/N=C/c1ccc(OC(=O)c2ccccc2Br)cc1)c1ccccn1,-1,2,-4,-0.1,-6,8.9*,nt,5,nt,95
CCCCCc1nc2sc3c(c2c(=O)n1NC(=O)c1ccc([N+](=O)[O-])cc1)CC(C)(C)OC3,2,-29,5,0.4,13,-1.3,8,-1,-4,96
CC(c1nnc(SCC(=O)c2c(N)n(C3CC3)c(=O)[nH]c2=O)n1-c1ccc(F)cc1)N(C)C (stereo not drawn),-1,1,17,0.4,-5,0.0,8,-3,0,105
Cc1ccc(S(=O)(=O)n2c(C)nc3ccccc32)cc1,-1,2,-5,0.4,-19,-0.5,20,0,0,98
COc1ccc(/C=C(/NC(=O)c2ccccc2)C(=O)N2CCCC2)cc1OC,-2,0,1,0.4,-3,-2.7,14,-10,4,100
O=C(Nc1ccc2ccccc2c1[N+](=O)[O-])c1ccccc1,-1,-14,-1,0.0,-16,-2.7,-2,-47,-3,99
CCOC(=O)C1CCN(CC(=O)Nc2c(C(=O)OC)[nH]c3cccc(C)c23)CC1,0,8,-8,-0.1,-4,-1.8,-3,-3,1,95
O=C(COC(=O)c1nsc(Cl)c1Cl)NC1CCCCC1,-3,-2,7,-0.1,-3,-3.7,9,8,-1,96
COc1cccc(C(=O)Nc2ccc3[nH]ncc3c2)c1OC,4,-5,0,0.0,6,-1.2,-6,-2,4,101
COc1cc2[nH]c(=O)c(C(=O)NCCCN3CCCCC3)c(O)c2cc1OC,4,-6,-7,0.0,-2,0.4,0,13,-1,95
CC1Cc2ccccc2N1S(=O)(=O)c1c(N)n(C)c(=O)n(C)c1=O (stereo not drawn),-3,2,3,-0.1,-3,-2.8,-9,-1,-1,106
COc1ccc(Cl)cc1NC(=O)C(C)N(C)Cc1ccc(C(F)(F)F)cc1 (stereo not drawn),3,-17,-3,0.7,nt,1.9,-27,-4,-5,88
Cc1ncc(CO)c(/C=N/NC(=O)c2cc3c(s2)CCCC3)c1O,-3,46,3,0.2,15,0.0,-5,-11,-10,95
Cc1ccc(CNC(=O)CCS(=O)(=O)c2ccc(Br)s2)o1,2,2,10,0.0,-4,-0.1,-2,-6,2,100
COC(=O)C1CCN(C(=O)c2cc(-c3ccc(Cl)s3)nc3ccccc23)CC1,3,-27,-1,-0.2,-20,0.4,nt,7,2,98
CCOc1ccc(N=C(C)C2=C(O)c3ccccc3C2=O)cc1,1,-10,20,-0.2,-13,1.5,-15,-3,-10,99
Cc1nc2ccccn2c1C(=O)N/N=C/c1ccc([N+](=O)[O-])o1,-4,9,-23,3.6,-19,0.9,-7,-3,24,100
CCCC(=O)Nc1nc(C)c(-c2csc(Nc3ccccc3OC)n2)s1,2,-4,-1,1.5,-5,-2.7,-9,2,-2,99
CC1(NC(=O)Nc2ccccc2)CCS(=O)(=O)C1 (stereo not drawn),4,1,1,0.5,-12,1.1,5,2,3,95
Cc1ccc(N2CCN(C(=O)c3cc(C(=O)c4ccccc4C)c[nH]3)CC2)c(C)c1,-3,-14,-6,1.4,2,-1.6,-26,0,0,94
CC(NC(=O)c1cccs1)c1ccc(Cl)cc1 (stereo not drawn),5,4,2,0.0,1,1.6,6,12,-3,97
CSc1ccccc1NC(=O)C1(C)CCN1C(=O)Cc1ccccc1Cl (stereo not drawn),-3,3,15,0.1,-4,-2.8,-6,2,-1,95
CC(=O)Nc1ccc(/C=N/OCC(=O)Nc2ccc(C)cc2)cc1,-1,-5,13,-0.2,-15,-2.3,2,6,-1,97
CCOC(=O)c1[nH]c(C)c(C(=O)N2CCN(c3ccc(F)cc3)CC2)c1C,-6,2,27,0.2,-4,1.6,-8,3,0,101

# Record cards (already shown). Order of values: m5-HT2A agonist | H9c2 protect | MC4R antagonist | aDG glyco act | CaV13 ICDI inh | MC4R ag barr | Vif imaging | PDI turbidity | N-glyco inh | ABCB6 inh 2
# Cc1ccc(S(=O)(=O)n2c(C)nc3ccccc32)cc1 across the screens: -1 | 2 | -5 | 0.4 | -19 | -0.5 | 20 | 0 | 0 | 98
# O=C(N/N=C/c1ccc(OC(=O)c2ccccc2Br)cc1)c1ccccn1 across the screens: -1 | 2 | -4 | -0.1 | -6 | 8.9* | nt | 5 | nt | 95

# Other results follow:
SMILES,m5-HT2A agonist,H9c2 protect,MC4R antagonist,aDG glyco act,CaV13 ICDI inh,MC4R ag barr,Vif imaging,PDI turbidity,N-glyco inh,ABCB6 inh 2
O=C(c1cc2cc([N+](=O)[O-])ccc2oc1=O)N1CCN(C2CCCCC2)CC1,2,-2,8,0.1,-3,-2.6,20,5,1,100
COCCCNC(=O)Cc1c(C)c2c(cc(C)c3c(C(C)(C)C)coc32)oc1=O,12,8,12,0.2,-18,3.3,0,-10,22,99
CCOc1ccccc1CN1CCC(n2nccc2NC(=O)CCCc2ccccc2)CC1,-7,-2,8,0.6,-4,-2.5,-2,2,-2,101
Cc1cc(OCc2cc(C(=O)N(C)CCOc3ccccc3)no2)cc(C)c1Cl,-5,-8,-3,0.2,-7,-2.2,-11,12,-2,95
COc1ccc(C(=O)NC(C(=O)OCC(=O)Nc2sccc2C(N)=O)C(C)C)cc1 (stereo not drawn),4,-9,4,0.4,-5,-1.8,0,14,3,95
CCCCOC(=O)CSc1nnc(-c2cc(OC)c(OC)c(OC)c2)o1,1,-10,-11,-0.2,-6,0.8,-4,8,0,97
Cc1noc(C)c1C(=O)Nc1sc2c(c1C(N)=O)CCCCC2,5,-9,4,0.3,-7,-3.1,nt,-9,0,93
COc1ccc(C2C(C(=O)c3ccco3)=C(O)C(=O)N2CC2CCCO2)c(OC)c1 (stereo not drawn),-2,1,5,-0.1,-3,-1.3,-5,-3,1,97
CC(OC(=O)c1cc2c(ccc3ccccc32)oc1=O)c1nc2ccccc2s1 (stereo not drawn),0,69*,2,0.0,nt,-3.7,-7,-1,0,101
Cc1ccc(NC(=O)CN2C(=O)NC3(CCCc4ccccc43)C2=O)cc1S(=O)(=O)N1CCOCC1 (stereo not drawn),-1,-1,9,0.1,-2,0.1,2,0,3,105
COc1cc(/C=C/C(=O)OCC(=O)NCCC2=CCCCC2)ccc1O,1,-3,0,0.6,8,0.3,-5,-2,0,99
CN1C(=O)C(CC(=O)Nc2ccc(F)cc2)N(Cc2cccs2)C1=S (stereo not drawn),1,-4,4,0.0,-13,-1.0,-2,1,0,95
O=C(Nc1ccc([N+](=O)[O-])cc1)c1ccc(S(=O)(=O)N2CCCC2)cc1,7,-7,-6,-0.1,-2,0.5,7,6,-2,73*
COc1ccc(C(=O)CSc2nnc(CNc3nc(-c4ccccc4)cs3)n2C)cc1,0,-20,-5,0.3,0,-1.0,-13,9,2,101
S=C1NC[C@H](CC2CCCCC2)N1CCc1cccc2ccccc12,-1,-13,3,1.6,-11,-0.7,nt,-2,-5,97

# High-throughput results: PubChem BioAssay, several laboratories

# Random draw from the library, and some 3.6% of all compounds hit somewhere here.
